Bioassay records (PubChem)
proCasp7 act: procaspase-7 activators, primary screen, counter-screen for procaspase-3 activator project, biochemical, absorbance, HTS, human. Caspase-7 (Homo sapiens), P55210. recombinant procaspase-7, Ac-DEVD-pNA absorbance 405 nm; D23A/D198A/D206A triple mutant, cannot self-cleave; scale: DMSO 0, 5 µM enzyme 100. activation, % at 8.5 µM. 330,000 tested, 0.093% active;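 active means percent activation above the screen-wide mean plus 3 SD, cut at about 25% in these data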
Target sequence (P55210 whole entry D23A/D198A/D206A): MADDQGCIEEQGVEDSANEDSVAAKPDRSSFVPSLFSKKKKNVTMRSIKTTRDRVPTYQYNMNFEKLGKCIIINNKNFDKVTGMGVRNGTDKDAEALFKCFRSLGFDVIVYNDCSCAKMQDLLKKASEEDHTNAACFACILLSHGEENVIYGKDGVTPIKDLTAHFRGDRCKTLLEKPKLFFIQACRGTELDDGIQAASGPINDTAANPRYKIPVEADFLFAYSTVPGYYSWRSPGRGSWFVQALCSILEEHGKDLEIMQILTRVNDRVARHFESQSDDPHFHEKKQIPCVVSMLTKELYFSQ
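Assay system: Uncleavable procaspase-7 mutant enzyme | Input: 2 µM procaspase-7 mutant as dispensed | Timing: 1 h compound preincubation, 2 h substrate cleavage, 25 °C | Repeats: One well per compound | Control set: DMSO wells as 0%, DMSO with 5 µM added PC-7 as 100% | Technique: Epi-absorbance of released pNA at 405 nm, two timepoints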
TPT1 inh: Candida albicans TPT1 enzyme inhibitors, primary screen, biochemical, fluorescence polarization; recombinant caTPT1, FP RNA substrate dephosphorylation; inhibition, % at 5 µM; 300,000 tested, 0.81% active; AID 1962, 2009;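 active means inhibition above the mean of all tested compounds plus 3 SD, set per screening campaign, cut at about 24% in these data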;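 further: plate controls were DMSO alone for no effect and ferristatin control at 100 nM for full effect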
HCV core dimer: inhibitors of HCV core protein dimerization, primary screen, biochemical, TR-FRET, high-throughput; TR-FRET GST/Flag-core106 dimerization, 1536-well; 300,000 tested, 0.33% active; inhibition, % at 5 µM;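 active means inhibition above the mean of all tested compounds plus 3 SD, set per screening campaign, cut at about 45% in these data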
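Assay system: tagged HCV core106 pair (GST and Flag); medium: KF-containing HEPES buffer, pH 7.45, DTT, CHAPS, BSA; also added: Eu donor and XL665 acceptor anti-tag antibodies; dosing: 5 µM single dose; timing: compound-protein-antibody incubation 4 h at 22.5 °C; signal: TR-FRET 671 and 617 nm emission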
proCasp3 act: activators of human procaspase-3 D3A mutant, primary screen, biochemical, absorbance, PC-3 D3A mutant, single concentration; Caspase-3 (Homo sapiens), P42574; recombinant procaspase-3 D3A, Ac-DEVD-pNA absorbance 405 nm; activation, % at 8.5 µM; 330,000 tested, 0.11% active;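 active means activation above the mean of all tested compounds plus 3 SD, cut at about 21% in these data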;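 further: 0% = DMSO alone and 100% = DMSO wells spiked with extra 5 µM PC-3 D3A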
Target sequence (P42574 whole entry D9A/D28A/D175A): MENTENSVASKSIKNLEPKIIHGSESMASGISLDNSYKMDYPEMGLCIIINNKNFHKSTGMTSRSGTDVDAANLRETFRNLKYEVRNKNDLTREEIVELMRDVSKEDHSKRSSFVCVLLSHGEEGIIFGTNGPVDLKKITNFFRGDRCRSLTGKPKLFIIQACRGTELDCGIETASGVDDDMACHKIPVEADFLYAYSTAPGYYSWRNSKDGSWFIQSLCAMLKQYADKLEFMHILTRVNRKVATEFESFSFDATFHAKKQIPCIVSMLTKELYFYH
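Evaluation: percent activation relative to control range; Material: Procaspase-3 D3A mutant, all three cleavage aspartates alanine; Compound: single dose, 8.5 µM nominal compound, 0.8% DMSO; Replication: one well per compound; Signal: absorbance at 405 nm, 0 and 120 min; Schedule: 1 h preincubation plus 2 h reaction at 25 °C.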
PP5 inh: PP5 phosphatase inhibitors, primary screen, biochemical, fluorescence; Serine/threonine-protein phosphatase 5 (Homo sapiens), P53041; purified PP5c, OMFP substrate fluorescence; inhibition, % at 6.7 µM; 320,000 tested, 0.18% active;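 active means inhibition above the campaign's mean inhibition across all tested compounds plus 3 SD, cut at about 9.5% in these data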;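 further: 0% = DMSO only and 100% = 100 µM cantharidin control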
Fh CTSL1 inh: Fasciola hepatica cathepsin L1 inhibitors, primary screen, counter-screen for PFM18AAP inhibitor project, biochemical, QFRET, fluorogenic peptide substrate; AID 1906, 2009; inhibition, % at 5.96 µM; recombinant F. hepatica cathepsin L1, Z-Leu-Arg-MCA fluorescence; 300,000 tested, 0.49% active;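 active means inhibition above the mean of all tested compounds plus 3 SD, set per screening campaign, cut at about 17% in these data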;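 further: 0% = plate median of test compound wells and 100% = 1 µM Z-Phe-Ala-diazomethylketone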
AHR activator: AHR activators, primary screen, cell-based, luminescence, luciferase reporter, human; Aryl hydrocarbon receptor (Homo sapiens), P35869; AHR-responsive luciferase reporter cells; activation, % at 5 µM; 320,000 tested, 2.5% active; in the data active means activation above about 47%;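 further: 0% = vehicle wells and 100% = reference agonist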
PAFAH2 FP inh: PAFAH2 enzyme inhibitors, primary screen, biochemical, fluorescence polarization, human. Platelet-activating factor acetylhydrolase 2, cytoplasmic (Homo sapiens), Q99487. recombinant PAFAH2, FP-rhodamine activity probe. inhibition, % at 3.39 µM. 340,000 tested, 0.99% active. AID 492956, 2010;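 active means inhibition above the mean over all tested compounds plus 3 SD, cut at about 30% in these data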;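 further: inhibitors block probe labeling of enzyme so polarization drops; 0% = enzyme with DMSO and 100% = wells lacking PAFAH2 protein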
PP1 counter: PP1-alpha phosphatase inhibitors, primary screen, counter-screen for PP5 inhibitor project, biochemical, fluorescence, OMFP substrate, single point; Serine/threonine-protein phosphatase PP1-alpha catalytic subunit (Homo sapiens), P62136; purified PP1alpha; inhibition, % at 6.7 µM; 320,000 tested, 0.9% active;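 active means inhibition above the mean inhibition of all tested compounds plus 3 SD, computed separately for each screening campaign, cut at about 15% in these data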
Target sequence (P62136 whole entry, looked up): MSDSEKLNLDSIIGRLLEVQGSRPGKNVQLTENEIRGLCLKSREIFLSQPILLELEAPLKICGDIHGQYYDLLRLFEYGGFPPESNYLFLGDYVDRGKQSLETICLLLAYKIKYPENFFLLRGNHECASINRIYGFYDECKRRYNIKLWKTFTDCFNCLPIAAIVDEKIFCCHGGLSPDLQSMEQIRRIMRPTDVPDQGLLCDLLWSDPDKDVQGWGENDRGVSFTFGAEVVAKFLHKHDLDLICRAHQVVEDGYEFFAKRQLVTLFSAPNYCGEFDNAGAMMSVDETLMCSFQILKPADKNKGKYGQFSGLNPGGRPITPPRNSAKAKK
* hit, by the source's call; · = not tested or not shown.

| structure | HCV core dimer | TPT1 inh | PP1 counter | AHR activator | PAFAH2 FP inh | Fh CTSL1 inh | PP5 inh | proCasp7 act | proCasp3 act |
| --- | --- | --- | --- | --- | --- | --- | --- | --- | --- |
| C[C@H](N)c1nnc(SCC(N)=O)o1 | 4 | 1 | -3 | -1 | -10 | 2 | -2.6 | 6 | -11 |
| NC1=NC(=O)C2(COC(c3cccnc3)OC2)S1 (stereo not drawn) | 1 | -5 | -6 | 0 | -4 | -2 | 2.5 | 11 | 5 |
| Cc1cc2c3c(c1)C1(SCC(=O)N1c1ccc(F)cc1)C(=O)N3C(C)(C)CC2C (stereo not drawn) | 8 | 0 | 7 | 1 | -6 | 2 | 7.4 | -3 | 6 |
| C=CCN1C(=O)C(CC(=O)O)SC1=Nc1ccc(C)cc1 (stereo not drawn) | 0 | 1 | -4 | 2 | -3 | -1 | -2.7 | 2 | 5 |
| O=C(CCNS(=O)(=O)c1cccc2nsnc12)NCCc1ccccc1 | -4 | -4 | 1 | -2 | 3 | -1 | -1.1 | 6 | 0 |
| CCn1ncc(NC(=S)NCCc2ccccc2)c1C(N)=O | -1 | -2 | -4 | 25 | 6 | 0 | -3.0 | 5 | 0 |
| CS(=O)(=O)Nc1ccccc1C(=O)N1CCOCC1 | -4 | 0 | -1 | -1 | -10 | -3 | 1.2 | 7 | -4 |
| COc1ccc(N2C(=O)N[C@@H](Cc3ccccc3)C2=O)cc1OC | 7 | -1 | -2 | 0 | 5 | 0 | -2.3 | 10 | 10 |
| CCOc1ccc(/C=C2\SC(=S)N(CCCC(=O)NCCCN3CCOCC3)C2=O)cc1 | -11 | -1 | -2 | -12 | 1 | 1 | 1.1 | -22 | -14 |
| Cc1ccccc1-n1c(SCC(=O)Nc2cccc3ccccc23)nc(O)cc1=O | 5 | 4 | 16* | 4 | 6 | -3 | 2.9 | -8 | -9 |
| CC(C)OC(=O)c1cc2c(ccn2C)n1CC(=O)N(Cc1ccccc1)c1ccccc1 | 13 | -5 | 1 | -1 | 1 | 3 | 3.8 | -5 | 1 |
| COc1cc2[nH]c(=O)n(CCCC(=O)NCCc3ccccc3)c(=O)c2cc1OC | -1 | -2 | -3 | 5 | 10 | 3 | -0.3 | -1 | 10 |
| Cc1c(C)c2c(OCC(=O)N[C@@H](C(=O)O)c3ccccc3)cc3c(c2oc1=O)CCC(C)(C)O3 | 4 | -6 | -2 | 0 | 91* | 4 | 2.4 | 8 | 0 |
| CNC(=S)NCCc1ccccc1 | 0 | -1 | -6 | 1 | -2 | -3 | 0.4 | 8 | 9 |
| CCOc1ccc(-c2c(C(=O)N/N=C(\C)c3cccnc3)nnn2-c2nonc2N)cc1 | 2 | -1 | 4 | 91* | 3 | -2 | -0.1 | 2 | 3 |
| CN(CC(=O)Nc1ccccc1Cl)C(=O)c1cc(-c2cccs2)nn1-c1ccccc1 | 3 | 1 | -1 | 2 | 3 | 2 | -1.0 | -1 | 8 |
| O=C(Cn1c2ccccc2c2nc3n(c(=O)c21)CCS3)N1CCCC1 | -15 | -1 | 3 | 1 | -3 | 1 | 0.5 | -1 | 8 |
| CC(=O)Nc1cccc(NC(=O)c2ccco2)c1 | -3 | -1 | -3 | 7 | 4 | -2 | 0.8 | -2 | -2 |
| Cc1ccc2c(CC(=O)NNC(=O)c3ccncc3)coc2c1 | -1 | -3 | -3 | -1 | -1 | -11 | 2.5 | 6 | -5 |
| O=C(N/N=C\c1cccs1)c1sccc1-n1cccc1 | -7 | 1 | 3 | 67* | 6 | 11 | -0.1 | 3 | 7 |
| COc1cc(C(=O)Nc2cc(C)c(OCC(=O)N3CCOCC3)c(C)c2)cc(OC)c1OC | 0 | -1 | -1 | 1 | 2 | 0 | 3.3 | 11 | 5 |
| COc1cc(OC)cc(C(=O)NNC(=S)Nc2ccccc2OC)c1 | -1 | -3 | 1 | 13 | -2 | 0 | 2.8 | -6 | 5 |
| CCOC(=O)C(=CNc1ccc(O)c(C(=O)OC)c1)C(=O)OCC | 2 | -1 | -3 | 10 | -2 | 2 | 0.7 | -3 | -3 |
| CCOC(=O)C1CCCN(c2c(NCCCN(C)c3ccccc3)c(=O)c2=O)C1 (stereo not drawn) | -6 | -1 | 0 | 2 | -5 | 6 | -0.4 | 4 | 0 |
| Cc1nn(-c2ccccc2)c(N2CCCC2)c1/C=N/NC(=O)c1cccc(S(=O)(=O)Nc2ccc(Cl)cc2)c1 | 44 | -1 | 13 | 6 | -22 | 1 | 2.2 | 11 | -4 |
| O=C(NCc1ccco1)C1CC(c2ccc(C(F)(F)F)cc2)=NO1 (stereo not drawn) | 10 | -2 | 0 | -2 | -5 | 0 | 1.1 | -12 | 2 |
| O=C(Nc1nccc(-c2cccs2)n1)c1cccs1 | 2 | -2 | -3 | 48* | 1 | -3 | -0.7 | 1 | 2 |
| CN1CCN(c2nc(NCCOC34CC5CC(CC(C5)C3)C4)nc(OCC(F)(F)F)n2)CC1 | -4 | 1 | 4 | 2 | 19 | 3 | 4.0 | 3 | -8 |
| Cc1ccc(CNCC(O)(c2ccccc2)c2ccccc2)cc1 | -6 | 3 | 1 | 2 | -9 | 1 | 1.1 | -2 | 6 |
| CC(C)(C)CN1C(=O)C(=O)NC[C@@H]1Cc1ccc(O)cc1 | -10 | -5 | -1 | 3 | 3 | -4 | 1.7 | 5 | -3 |
| COc1ccc(-c2nc3n(c(=O)c2C#N)CCCS3)cc1 | 7 | 1 | 1 | 8 | -3 | 1 | 1.0 | 5 | -1 |
| O=C1CC(c2ccc(F)cc2)CC2=C1C(c1ccc([N+](=O)[O-])o1)Nc1ccccc1N2 (stereo not drawn) | 3 | 0 | 3 | 8 | 3 | 1 | 1.7 | -2 | -1 |
| COc1ccc(CN2CC(C(=O)NC3CCCCC3)CC2=O)cc1 (stereo not drawn) | -2 | 1 | -2 | 0 | 3 | -1 | 0.6 | 12 | -2 |
| CCOc1ccc(NC(=O)CN(C)C(=O)C2(c3ccccc3)CC2)cc1OCC | 2 | -2 | -4 | 8 | -1 | -4 | -0.2 | -3 | 11 |
| C=CCc1cccc(CNc2c(C)cc(C)cc2C)c1O | -3 | -1 | 2 | 1 | 3 | 3 | -0.3 | -1 | 2 |
| COc1cccc(-c2cc(C(=O)Nc3ccn(Cc4ccc(C)cc4)n3)no2)c1 | 3 | 0 | 4 | -4 | -12 | 1 | 0.6 | 6 | 4 |
| CC1(c2ccccc2)NC(=O)N(CC(=O)NCc2cccc(Cl)c2)C1=O (stereo not drawn) | -8 | 1 | -3 | 0 | 1 | -4 | -1.5 | 3 | 0 |
| Cc1nn(-c2ccccc2)nc1C(=O)OCC(=O)N1CCCCC1C (stereo not drawn) | · | · | · | 4 | 4 | · | · | -5 | -2 |
| CCC(=O)NC(Nc1sc2c(c1C(=O)OC)CCCC2)(C(F)(F)F)C(F)(F)F | 0 | -3 | -2 | 4 | -1 | 3 | -0.1 | 3 | -1 |
| O=C(Cn1nc(-c2ccc(Cl)cc2)c2ccccc2c1=O)NCC1CCCO1 (stereo not drawn) | 5 | 3 | 1 | 2 | 13 | -3 | 2.2 | 3 | -7 |
| O=C(CSc1nc2scc(-c3ccccc3)c2c(=O)[nH]1)Nc1ccccc1 | 16 | 3 | 12 | 10 | -3 | -3 | 1.9 | 0 | 0 |
| CCn1c2ccccc2c2cc(NC(=O)CN3CCCC3)ccc21 | -11 | 1 | 2 | 33 | 5 | 2 | 3.3 | 3 | -3 |
| Cc1cc(C)c(C)c(S(=O)(=O)N2CCCCC2C(=O)O)c1C (stereo not drawn) | -4 | -2 | -5 | -1 | 7 | -4 | 3.5 | 1 | -10 |
| Cc1ccccc1CC(=O)N1CCCc2ccccc21 | -2 | 1 | -1 | 6 | -4 | -1 | 1.0 | 3 | 12 |
| COc1ccc(CCC(=O)NCc2ccccc2Cl)cc1OC | -11 | -3 | 2 | 3 | 4 | -1 | 0.0 | 8 | 0 |
| O=C(O)C1C2C=CC(C2)C1C(=O)NCc1ccoc1 (stereo not drawn) | -2 | 0 | -2 | -2 | -2 | -2 | 1.9 | -7 | -3 |
| CN1CCN(S(=O)(=O)c2ccc(-c3ccccc3)cc2)CC1 | -3 | 0 | 8 | 11 | -20 | 3 | 3.4 | -7 | 10 |
| COc1cccc(NC(=O)c2oc3ccccc3c2NC(=O)c2ccc3c(c2)OCO3)c1 | 8 | -5 | 5 | -6 | -41 | -2 | 3.8 | -5 | -7 |
| COCC1CCCN(C(=O)c2ccc3oc(CCCc4ccccc4)nc3c2)C1 (stereo not drawn) | -3 | 1 | 1 | 1 | 5 | 4 | 2.3 | 9 | 8 |
| COc1cc2c(cc1OC)C(C)N(S(=O)(=O)c1cnc(Cl)c(Cl)c1)CC2 (stereo not drawn) | 0 | 0 | -2 | 2 | 5 | -2 | -2.5 | 3 | 1 |
| COc1ccc2oc(C(=O)OCC(=O)N3CCCCC3C)c(C)c2c1 (stereo not drawn) | · | · | · | 1 | 0 | · | · | 2 | 12 |
| Cc1ccccc1C(=O)c1cccn1CC(=O)NCc1cccc(Cl)c1 | 4 | 2 | -2 | 4 | 10 | 0 | -1.6 | -2 | -5 |
| CCOc1cccc(Oc2ncccc2C(=O)/C(C#N)=C/N(C)C)c1 | -2 | 1 | -2 | 0 | 5 | -1 | 1.5 | 1 | -1 |
| Fc1cccc(Cl)c1-c1nnc2ccc(C(F)(F)F)cn12 | 3 | -3 | -7 | 0 | 5 | 0 | -3.5 | 4 | 4 |

Among those listed so far, two have an NH in an aromatic ring:
| structure | HCV core dimer | TPT1 inh | PP1 counter | AHR activator | PAFAH2 FP inh | Fh CTSL1 inh | PP5 inh | proCasp7 act | proCasp3 act |
| --- | --- | --- | --- | --- | --- | --- | --- | --- | --- |
| COc1cc2[nH]c(=O)n(CCCC(=O)NCCc3ccccc3)c(=O)c2cc1OC | -1 | -2 | -3 | 5 | 10 | 3 | -0.3 | -1 | 10 |
| O=C(CSc1nc2scc(-c3ccccc3)c2c(=O)[nH]1)Nc1ccccc1 | 16 | 3 | 12 | 10 | -3 | -3 | 1.9 | 0 | 0 |
